# Lipid storage S3 = qHTS Assay for Lipid Storage Modulators in Drosophila S3 Cells | Drosophila S3 cells, BODIPY lipid droplet fluorescence, 18-24 h; cells fed with added oleic acid | lipid storage change, negative = inhibition, % at the top dose, mostly 46.1 µM; hits show Potency in µM | hit rate 0.64% among 320,000; active = well fitted inhibition curve with a large enough effect in the signal ratio, with a control signal flat, not every such curve was filed as active; inconclusive = small, poorly fitted or top-dose-only effect, or effect the other way, or a change in a side signal; the % refers to the signal ratio
#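 Drosophila S3 cells loaded with oleic acid (400 uM, as added) and compounds at several concentrations; lipid droplets imaged by 488-nm laser-scanning cytometry, 500–530 nm intensity and object ratio to cell channel. Percent activity normalized to 20 uM Triacsin C.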
# Lipid storage S3 cell count max = further read-out of Lipid storage S3, marked with its call; cell number change, %; measured here: cell count max response;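 cells counted by Cell Tracker Red CMTPX staining in the red channel; peak over a dose series mostly up to 46.1 µM; percent activity relative to internal control wells on each plate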
# Numbers without * were called inactive; i = inactive; u = inconclusive; x = not tested or not shown; [ ] = remark or other dose. % is scaled to controls: 0 for no effect and ±100 for the full control effect; potency is read from the fitted curve at half-maximal effect. The list is partial. The share of hits here may be higher or lower than overall.
Structure | Lipid storage S3 | Lipid storage S3 cell count max
NS(=O)(=O)c1ccc(NC(=S)NC(=O)c2ccc3c(c2)OCO3)cc1 | u | x
CN1CCN(S(=O)(=O)c2ccc(NC(=O)COc3ccccc3)cc2)CC1 | 1.7% | 9.1
Cc1ccc(N2C(=O)NC(NS(=O)(=O)c3ccc(C)cc3)(C(F)(F)F)C2=O)cc1 (stereo not given) | -18.7% | 14.1
O=C(/C=N/O)Nc1ccccc1 | -4.2% | -6.7
COC(=O)C1CCN(C(c2ccc(OC)c(OC)c2)c2sc3nc(C)nn3c2O)CC1 (stereo not given) | i | x
Cc1ccc(C)c(N2N=C(C(=O)Nc3ccc(S(=O)(=O)N4CCCC4)cc3)CCC2=O)c1 | -7.3% | 2.8
Cc1ccc(C)c(NC(=O)CCc2ccc(S(=O)(=O)NC3CCCCC3)cc2)c1 | u | x
COc1cc(OC)c(C2N(c3ccc(Cl)cc3)C(=O)C3CCCN32)cc1OC (stereo not given) | 5.8%[9.22 µM] | 11.9
O=C(CCS(=O)(=O)c1ccccc1)N1CCN(c2cccc(C(F)(F)F)c2)CC1 | -22.8% | -14.1
CCOc1ccc(C(=O)NC2CCN(C(=O)Nc3ccc(F)cc3)CC2)cc1 | u | x
Cc1occc1C(=O)NNS(=O)(=O)c1ccc([N+](=O)[O-])cc1 | u | x
COC(=O)CNC(=O)CSc1nnc(C)c(=O)[nH]1 | -13.5% | -14.7
Cc1cccc(Nc2nc(C)nc3c2oc2ccccc23)c1 | u | x
O=C(COC(=O)Cc1cn2ccsc2n1)Nc1nc2ccccc2s1 | 10.4% | -12.8
COc1ccc(NC(=O)[C@@H]2CCCN2S(=O)(=O)c2cccc3cccnc23)cc1 | u | x
C[C@H]1CN=C(N(C)C)N1CCc1ccccc1 | u | x
CCOc1ccc(C(=O)C(C)OC(=O)c2cnc(C)cn2)cc1 (stereo not given) | u | x
CN(C)C(CNC(=O)CSc1nnc(-c2ccco2)o1)c1ccccc1 (stereo not given) | u | x
COc1ccc(-n2c(=S)[nH]c3cc(C(=O)O)ccc3c2=O)cc1 | u | x
CC(=O)N(C)c1ccc(N=Nc2c(C)[nH]n(C(N)=S)c2=O)cc1 | -20.7% | 1.6
CN(CCCN1CCCCC1)C(=O)c1cc(COc2ccc(F)cc2F)on1 | -16.3% | 12.3
CCCCc1cc(=O)oc2c(CN3CCN(C)CC3)c(O)ccc12 | -16.2% | 12.8
COc1cccc(CNCCO)c1OCc1ccccc1 | u | x
CSc1ncccc1C(=O)OCC(=O)Nc1cc(C(F)(F)F)ccc1N1CCOCC1 | u | x
CC(C)OC(=O)c1cc2c(ccn2C)n1CC(=O)N(Cc1ccccc1)c1ccc(F)cc1 | u | x
O=C(Oc1cccc(NC(=O)c2ccco2)c1)c1cccc(S(=O)(=O)N2CCCCC2)c1 | -4.0% | 0.5
CCOC(=O)C1=NNC2(c3ccc(C)cc3)C(=O)N(c3ccc(Cl)cc3)C(=O)C12 (stereo not given) | 12.3% | 1.3
C=CCn1c(COc2ccccc2F)nnc1SCC(=O)N1CC(=O)Nc2ccccc21 | u | x
O=C(NCc1ccccn1)C(=O)NCC1OCCN1S(=O)(=O)c1ccc(Cl)cc1 (stereo not given) | 1.0% | x
COc1ccc(-c2nn(-c3ccccc3)cc2C(=O)N2CCOCC2)cc1 | u | x
COc1ccc(C(C)=O)cc1CSc1nc(C)cc(C)n1 | u | x
O=C(Nc1ccnn1C1CCN(C/C=C/c2ccc(F)cc2)CC1)C1CCCC1 | 20.3% | -1.0
CS/C(=N\NC(N)=O)c1ccccc1 | -1.3% | 9.0
O=C(c1cc(-c2ccccc2O)on1)N1CCCCCC1 | -16.2% | 23.8
O=C(OCc1nnc(-c2ccccc2)o1)c1cn(-c2ccccc2)nc1-c1ccccc1 | u | x
CN(C)C(=O)c1ccc(NC(=O)c2ccccc2SCC(=O)N2CCCC2)cc1 | u | x
C=CCn1c(SCc2cc(=O)n3ccsc3n2)nc2sc(C)c(C)c2c1=O | u | x
Cc1cc(C)n(CC(=O)Nc2ccc3c(c2)OCO3)c(=O)c1C#N | u | x
O=S(=O)(Nc1ccccc1Cl)c1ccc(F)cc1 | i | -1.7
COc1cc(/C=C2\SC(=O)N(Cc3ccc(F)cc3)C2=O)cc([N+](=O)[O-])c1O | u | x
Cc1cccc(/C=N/c2sc3c(c2C#N)CCN(Cc2ccccc2)C3)c1O | -13.9% | 5.1
Cc1nn(-c2ccc(Cl)cc2)c(N)c1C(O)(CSc1nccn1C)C(F)(F)F (stereo not given) | u | x
CC(C)Sc1nc2ccccc2n1CC(=O)NCc1ccc2c(c1)OCO2 | 16.5% | -6.1
Cc1cccc2cc(CN(CCN3CCCC3)C(=O)NC3CCCCC3)c(=O)[nH]c12 | u | x
O=C(N/N=C/c1ccccc1C(=O)O)c1ccc(COc2cccc3cccnc23)cc1 | u | x
O=S(=O)(/N=C(/Nc1cc(N2CCOCC2)ncn1)c1ccccc1)c1ccccc1 | u | x
O=c1c2ccccc2nc(SCc2cccc(F)c2)n1Cc1ccco1 | u | x
CC(=O)c1cccc(N2C(=NC(=O)C3CC3)SC3CS(=O)(=O)CC32)c1 (stereo not given) | u | x
COc1ccc2cc(CCNC(=O)c3ccco3)c(=O)[nH]c2c1 | u | x
COc1ccccc1N1CCN(C(=O)CCC(=O)Nc2nnc(CC(C)C)s2)CC1 | i | -12.2

# More structures
Structure | Lipid storage S3 | Lipid storage S3 cell count max
CC(=O)N1NC(=Nc2ccccc2)SC1(C)C | 16.5% | 11.5
NC1=NC[C@H](Cc2ccc(O)cc2)N1CCC12CC3CC(CC(C3)C1)C2 | u | x
C=CCN1C(=O)/C(=C\c2cccc(OC(=O)c3ccco3)c2)SC1=S | 24.8% | 4.6
COc1ccc(C(=O)Nc2cccc(S(=O)(=O)NC3=NCCCCC3)c2)cc1 | 10.1% | -1.0
COc1cccc(-c2ncc3ccccc3c2CO)c1 | u | x
Cc1ccc(-c2nnc(CSc3nnc(COc4ccccc4)n3-c3ccccc3)o2)cc1 | -3.8% | -27.8
CCCCNC(=O)C1CCC(CNS(=O)(=O)c2c(C)cc(C)cc2C)CC1 (stereo not given) | u | x
Cc1ccc(-n2c(CCc3nc4ccccc4[nH]3)n[nH]c2=S)cc1 | -11.2% | 21.5
CC(/C=C1\SC(=S)N(NS(=O)(=O)c2ccccc2)C1=O)=C\c1ccccc1 | u | x
O=C(N/N=C\c1ccc(-c2ccc([N+](=O)[O-])cc2)o1)C1COc2ccccc2O1 (stereo not given) | -21.9% | -2.2
COc1ccc(-c2cnc(N)n2CC2CCCO2)cc1 (stereo not given) | u | x
Oc1ccc(CCNc2c3ccccc3nc3ccccc23)cc1O | 7.0% | 5.8
CCCC(=O)Nc1ccc(C(=O)Nc2nnc(COC)s2)cc1 | -8.9% | -7.1
COc1ccc(NCc2nnc(SCC(=O)Nc3nc(-c4ccccc4)cs3)n2-c2ccccc2)cc1 | 2.3% | -26.2
NNC(=O)C1=NOC(CNc2ncc(C(F)(F)F)cc2Cl)C1 (stereo not given) | u | x
Cc1cc(C)cc(NC(=O)CCNS(=O)(=O)c2cc(Br)cnc2N)c1 | i | x
CCN(CCC(=O)Nc1cc([N+](=O)[O-])ccc1OC)Cc1ccccc1 | 6.0% | 18.0
O=C(CCc1ccccc1)N1CCCC1 | i | 7.4
CCCCCCCCCCS(=O)(=O)N/N=C/c1ccc([N+](=O)[O-])cc1 | u | x
Cc1ccccc1-c1ncc(CN2CCN(C3CCCCC3)C(CCO)C2)cn1 (stereo not given) | -12.7% | -8.5
CCC(C)Nc1nc2c(c(=O)n(C)c(=O)n2C)n1Cc1cccc(C)c1 (stereo not given) | -13.3% | 0.5
CCOC(=O)c1[nH]c2cc(OC)c(OC)cc2c1NC(=O)C(C)N1CCN(Cc2ccccc2)CC1 (stereo not given) | u | x
COc1ccc(-n2c(=O)[nH]cc(C(=O)N3CCc4ccccc43)c2=O)cc1 | 0.8% | 3.5
Cc1cc(NC(=O)c2cccc(Oc3ccccc3)c2)n[nH]1 | u | x
O=C(NCC1CCCCC1)C1CCC(=O)N(CCc2cccc(F)c2)C1 (stereo not given) | u | x
Cc1cc(OCC(=O)OCC(=O)NC2CCCCCC2)ccc1Cl | -5.0% | 13.5
O=C(O)/C=C/c1cn(-c2ccccc2)nc1-c1cccs1 | -5.2% | -7.0
CCN1CCN(C(=O)CCc2nnc(CCc3ccccc3OC)o2)[C@@H](C)C1=O | u | x
Cc1c(Cl)c([N+](=O)[O-])nn1CCCC(=O)N(Cc1ccccc1)Cc1ccccc1 | u | x
COc1nc(N(CC(N)=O)S(=O)(=O)c2ccccc2)nc(C)c1Cl | 6.9% | -11.0
Brc1cccc(OCCCCn2cncn2)c1 | -8.4% | -5.0
COc1cc(-c2cc(C(=O)N(C)Cc3ccccc3)c3ccccc3n2)cc(OC)c1OC | u | x
CCN1C(=O)[C@@H]2[C@H](C1=O)[C@@H]1C(=O)Nc3ccccc3C(=O)N1[C@@H]2c1ccc(Br)cc1 | u | x
Cn1c(=O)c2c(n(C)c1=O)=NC1(CCCCC1)ON=2 | u | x
COC(=O)COc1ccc(S(=O)(=O)N2CCc3ccccc3C2)cc1 | 7.31µM* | 22.6*
Cc1ccc(C(=O)N2c3ccccc3NC(=O)C2C)cc1 (stereo not given) | u | x
O=S(=O)(NCC1CCCO1)c1ccccc1 (stereo not given) | u | x
Cc1[nH]n(-c2ccccc2)c(=O)c1N=Nc1ccccc1O | u | x
Cn1c(-c2ccc(F)cc2)cnc1SCC(=O)Nc1ccccc1 | u | x
COC(=O)c1ccc(CSc2nnc(NC(=O)C3CC(=O)N(Cc4ccc(C)cc4)C3)s2)cc1 (stereo not given) | 3.9% | 12.5

# Next section; the last 5 above are carried over.
Structure | Lipid storage S3 | Lipid storage S3 cell count max
Cc1ccc(C(=O)N2c3ccccc3NC(=O)C2C)cc1 (stereo not given) | u | x
O=S(=O)(NCC1CCCO1)c1ccccc1 (stereo not given) | u | x
Cc1[nH]n(-c2ccccc2)c(=O)c1N=Nc1ccccc1O | u | x
Cn1c(-c2ccc(F)cc2)cnc1SCC(=O)Nc1ccccc1 | u | x
COC(=O)c1ccc(CSc2nnc(NC(=O)C3CC(=O)N(Cc4ccc(C)cc4)C3)s2)cc1 (stereo not given) | 3.9% | 12.5
COc1cccc(/C=N/NC(=O)CC2C(=O)NN=C2C)c1OC (stereo not given) | u | x
Cc1cc(C)n2nc(SCCCC(=O)c3ccccc3)nc2n1 | u | x
COc1cccc(CN2CCN(C(=O)CCc3nnc(C4CCCCC4)o3)CC2=O)c1 | 12.3% | 13.0
CSc1cccc(CN2CCCC(C(=O)Nc3cccc(-n4cccn4)c3)C2)c1 (stereo not given) | u | x
CCOc1ccc(S(=O)(=O)N(C)c2ccc(OCC(=O)Nc3nc4ccccc4s3)cc2)cc1 | -11.6% | 14.1
O=C(COC(=O)c1ccc(F)cc1F)Nc1cc(S(=O)(=O)N2CCOCC2)ccc1Cl | i | 9.7
CCCc1nnc(NC(=O)CCC(=O)Nc2ccc(F)cc2)s1 | 9.7% | 0.0
CC(=O)Nc1ccc(NC(=O)Nc2cc(C)cc(C)c2)cc1 | -8.8% | 7.6
O=C1c2[nH]nc(-c3ccccc3O)c2C(c2ccc(F)cc2)N1Cc1ccco1 (stereo not given) | u | x
CCN1CCN(Cc2nc3cc(NC(=O)COc4ccc([N+](=O)[O-])cc4)ccc3n2C)CC1 | u | x
CCOc1ccccc1N1CCN(C(=O)Cc2ccc(S(=O)(=O)N3CCOCC3)s2)CC1 | i | -5.1
COCCSc1nnc(-c2cnccn2)o1 | u | x
CCCN(c1ccccc1F)S(=O)(=O)c1c[nH]c(C(=O)OC)c1 | u | x
COc1ccccc1/C=C/C=N/NC(=O)c1cc(-c2ccco2)[nH]n1 | -10.8% | 2.7
COc1ccc(NC(=O)NNC(=O)COc2ccc([N+](=O)[O-])c(C)c2)cc1OC | -17.8% | -1.2
CCCCn1c(N)c(N(CCOC)C(=O)c2ccc(F)c(S(=O)(=O)N3CCOCC3)c2)c(=O)[nH]c1=O | u | x
Cc1ccc(C)c(NC(=O)c2ccccc2C(=O)c2ccccc2)c1 | 11.3% | -8.4
O=C(NCCCn1ccnc1)c1c(F)cccc1F | u | x
Cc1ccc(C(=O)OCC(=O)N2CCCCCC2)c(O)c1 | 17.4% | 18.3
Cc1ccc(O)c(CNc2nccs2)c1 | 14.0% | -3.4
CCC(C)NS(=O)(=O)c1ccc(OCC(=O)Nc2ccc3c(c2)OCCO3)cc1 (stereo not given) | -12.2% | 0.9
CC1=CC(C)(C)Nc2ccc(C)cc21 | 24.0% | -0.5
CCOc1ccccc1N(CC)C(=O)c1nn(C)c2c1CSc1ccccc1-2 | u | x
Cc1c(-c2ccccc2)c(=O)oc2cc(O)ccc12 | -22.1% | -2.1
COc1ccc(C(=O)N2CCN(c3ccc(NC(=O)c4cccs4)cc3)CC2)cc1 | u | x
CC(C)CNC(=S)N(CCCO)Cc1cc2cc3c(cc2[nH]c1=O)OCO3 | i | -23.3
CCCN(CCC)CCCNC(=O)c1cc2cc3ccc(Cl)cc3nc2o1 | 13.7% | -7.0
COc1cccc(NC(=O)CCc2ccccc2)c1 | u | x
CCc1ccc2c(CC(=O)Nc3nnc(C4CC4)s3)coc2c1 | u | x

# Assay outcomes from PubChem BioAssay.
